TRHR PAM – TRH receptor (human) allosteric enhancement. P34981. TRHR cells, fluo-8 calcium fluorescence, EC20 TRH enhancement. enhancement, % at 2 µM. 0.66% of 360,000 active. AID 493056; in the data active means enhancement above about 30%; further: 0% is about no effect
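Enhancer read-out: after compound pinning and an initial kinetic agonist-mode read, an EC20 of TRH (10 nM final) was injected and fluo-8 calcium signal (Ex 480/Em 530) followed at 1 s/cycle for 100 cycles in TRHR-expressing cells.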
D2 agonist – agonists of human D2 dopamine receptor. P14416. AID 485358. HEK293 T-REx D2 cells, calcium flux agonist mode. 0.53% of 340,000 active. activation, % at 2 µM;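 active means activation over 3 SD above normal in the single-dose calcium agonist read, cut at about 30% in these data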; further: 0% is about no effect
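Tetracycline-induced HEK293 T-REx cells with force-coupled D2 receptor, plated overnight at 30 C, loaded with no-wash calcium dye. After a 10 s baseline, compound was pin-added and calcium flux read kinetically for 180 s; calcium rises flagged agonists.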
PI4K2A inh – inhibitors of human PI4K2A | 0.13% of 420,000 active | purified PI4K2A, ADP-Glo luminescence, 1 h; stronger effect = lower value | activity change, negative = inhibition, % at 76.9 µM; in the data active means activity change below about -50%; inconclusive means mostly about -30% to -49%;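 further: -100% = wells without enzyme as full effect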
Target sequence (Q9BTU6 whole entry, looked up): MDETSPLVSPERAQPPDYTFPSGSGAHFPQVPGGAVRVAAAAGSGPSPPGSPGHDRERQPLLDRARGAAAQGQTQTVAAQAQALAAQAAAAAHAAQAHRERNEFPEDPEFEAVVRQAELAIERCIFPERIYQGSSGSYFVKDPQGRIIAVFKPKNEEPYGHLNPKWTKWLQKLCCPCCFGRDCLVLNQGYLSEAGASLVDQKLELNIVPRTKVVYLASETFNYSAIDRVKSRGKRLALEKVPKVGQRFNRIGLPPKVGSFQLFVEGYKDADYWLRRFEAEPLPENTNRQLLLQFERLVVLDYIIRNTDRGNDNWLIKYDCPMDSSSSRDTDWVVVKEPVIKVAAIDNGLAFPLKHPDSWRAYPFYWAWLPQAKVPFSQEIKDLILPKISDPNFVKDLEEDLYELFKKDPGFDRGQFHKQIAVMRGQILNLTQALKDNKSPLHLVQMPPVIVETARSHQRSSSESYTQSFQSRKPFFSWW
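Compounds are screened against recombinant PI4K2A using PI as substrate and ATP, the latter dispensed at 300 microM. Reactions run one hour at ambient temperature before ADP-Glo detection; full inhibition defined by wells lacking enzyme.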
USP1-UAF1 inh – USP1/UAF1 (human) deubiquitinase inhibition. O94782. recombinant USP1/UAF1, Ub-Rhodamine cleavage fluorescence. Potency, µM (top dose mostly 57.1 µM), for the others: at the top dose activity change, negative = inhibition, hits mostly inhibitors. 0.23% of 390,000 active. AID 743255; further: potency means the concentration at half of the fitted maximal effect; on the % scale 0 is the no-effect control and ±100 the full control effect; nearly all actives have a fitted effect of over 60% in size; inactives centre near -12
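In this screen, compounds sit with the deubiquitinase complex (1nM) for 15 min at room temperature before Ub-Rho is added at 150nM final. Fluorescence rise is then followed for 6 reads every 60 seconds.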
TrxR1 inh – rat TrxR1 inhibition; recombinant rTrxR1, NADPH fluorescence consumption, selenite substrate; Potency, µM (highest dose often 114 µM), for inactives: top-dose activity change, negative = inhibition, actives largely listed as inhibitors; 1% of 390,000 active; further: potency means the concentration at half of the fitted maximal effect; on the % scale 0 is the no-effect control and ±100 the full control effect; nearly all actives have a fitted effect of over 65% in size
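Rat TrxR1 (90 nM in the dispensed reagent) was pre-reduced with 400 uM NADPH for 5 min at room temperature, then incubated with compound for 15 min. After 400 uM selenite was added, NADPH fluorescence (Ex 340/Em 450 nm) was followed for 8 min.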
D2 antagonist – D2 dopamine receptor (human) antagonism; P14416; HEK293 TREx D2 cells, calcium flux, dopamine EC80; inhibition, % at 10 µM; 2% of 340,000 active; AID 485344; in the data active means inhibition above about 30%; further: 0% is about no effect
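Tetracycline-induced HEK293 T-REx cells expressing D2 force-coupled to calcium signalling were dye-loaded, exposed to compound for 180 s, then challenged with an EC80 of dopamine; calcium flux was followed kinetically for a further 180 s.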
IDH1 R132H inh – inhibitors of human mutant IDH1 R132H | 0.093% of 390,000 active | IDH1-R132H enzyme, NADPH consumption, diaphorase/resazurin fluorescence | O75874 | Potency, µM (series often up to 76.6 µM), without a hit: top-dose activity change, negative = inhibition, usual class: inhibitors | AID 602179; further: potency means the concentration at half of the fitted maximal effect; on the % scale 0 is the no-effect control and ±100 the full control effect; nearly all actives have a fitted effect of over 65% in size
Target sequence (O75874 whole entry R132H, stated change not applied): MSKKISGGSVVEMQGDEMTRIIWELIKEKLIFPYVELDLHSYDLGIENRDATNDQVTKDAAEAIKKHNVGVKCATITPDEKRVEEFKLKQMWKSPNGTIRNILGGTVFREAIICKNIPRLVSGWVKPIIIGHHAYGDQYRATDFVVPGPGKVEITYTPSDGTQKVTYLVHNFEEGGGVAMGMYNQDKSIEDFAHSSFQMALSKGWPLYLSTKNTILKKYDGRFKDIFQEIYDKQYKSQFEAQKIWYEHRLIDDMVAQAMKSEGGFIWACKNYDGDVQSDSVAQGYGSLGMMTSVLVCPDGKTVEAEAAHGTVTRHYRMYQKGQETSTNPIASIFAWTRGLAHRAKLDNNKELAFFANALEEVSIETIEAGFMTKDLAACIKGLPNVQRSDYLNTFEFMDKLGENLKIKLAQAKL
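IDH1-R132H (0.5 ug/mL) preincubated 30 min with compound, then NADPH (0.016 mM) and alpha-KG (2 mM) added; 80 min at RT, pH 7.5. Remaining NADPH coupled via diaphorase/resazurin to fluorescence (540/590 nm); concentration-response curves normalized to no-enzyme control.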
TRHR agonist – agonists of human TRH receptor; P34981; TRHR cells, calcium flux fluo-8, FDSS agonist mode; activation, % at 2 µM; 0.18% of 360,000 active; in the data active means activation above about 30%; further: 0% is about no effect
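Agonist-mode FDSS calcium read (Ex 480/Em 530, 1 s cycles) in 1536-well TRHR cells with fluo-8 dye, after 10-cycle baseline and 23 nL compound addition; TRH at EC20 (10 nM final) added afterwards for the enhancer phase.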
TrxR1 substrate – rat thioredoxin reductase 1 substrate activity. O89049. purified TrxR1 substrate turnover, NADPH consumption readout. Potency, µM (top dose mostly 114 µM), for the others: at the top dose activity change, negative = substrate turnover. 0.01% of 390,000 active. AID 588456; further: potency means the concentration at half of the fitted maximal effect; on the % scale 0 is the no-effect control and ±100 the full control effect; nearly all actives have a fitted effect of over 50% in size
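Rat TrxR1, dispensed at 90 nM, was prereduced with 400 uM NADPH (final) for 5 min at ~22 deg C, then incubated with compound 15 min before 400 uM selenite. A first-read NADPH fluorescence drop versus no-compound background flagged substrates.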
* marks the source's active call; other numbers are inactive results; u = inconclusive; x = not tested or not shown; & = joins results of further samples; [ ] = another dose, or the depositor's remark. Unless noted, the call rests on the fitted dose curve; in most records, active means well fitted inhibition curve with a large enough effect; inconclusive means small, poorly fitted or top-dose-only effect; inactive means no such curve, though single readings can be large or run the other way. Rows are unselected; about 3.9% have a hit in one of these screens.

SMILES	TRHR PAM	D2 agonist	PI4K2A inh	USP1-UAF1 inh	TrxR1 inh	D2 antagonist	IDH1 R132H inh	TRHR agonist	TrxR1 substrate
O=C(c1ccc([N+](=O)[O-])o1)N1CCOCC1	3	2.8	-3	-14%	-5%[57.1 µM]	4	-2%	0.4	-3%[57.1 µM]
COc1ccccc1/C=C/C(=O)OCC(=O)Nc1c(C)nn(-c2ccccc2)c1C	-14	0.1	1	-13%	16%	-12	-3%	0.7	17%
CCOC(=O)N1CC(C)N(CC(O)CN2CCOCC2)CC1C (stereo not given)	x	x	0	-5%	19%[2.29 µM]	x	5%	x	10%[2.29 µM]
CN(C)C(=O)CCc1ccc2c3c([nH]c2c1)[C@]1(CCc2ccccc2)[C@@H](C(=O)N2CCCCC2)C[C@H](CC(=O)NCCC2=CCCCC2)C(=O)N1CC3	x	x	5	u	15%	x	0%	x	0%
Cc1ccc(NC(=O)CS(=O)CC(=O)NCCCc2ccccc2)cc1Cl (stereo not given)	2	0.0	-5	3%	u	-9	4%	0.7	-6%
COc1ccc(CCNC(=O)CSC(=O)c2ccccc2)cc1OC	-4	-0.3	25	-18%	9%	3	-4%	-0.1	-1%
CCC1CSC(Nc2ccc(C(=O)/C=C/c3cccc(C)c3)cc2)=N1 (stereo not given)	-4	-0.9	1	u	-2%	1	4%	0.7	-3%
O=C(Nc1ccccc1Cl)c1csc(-c2cccnc2)n1	7	-0.6	-18	-18%	17%	15	6%	0.2	1%
O=C(COC(=O)c1ccc(Cl)nc1)NNC(=O)c1ccc(Br)cc1	-3	-0.1	7	-17%	10%	18	3%	0.1	-3%
Cc1[nH]nc2c1C1(C(=O)Nc3ccc([N+](=O)[O-])cc31)C(C#N)=C(N)O2 (stereo not given)	116*	0.3	-6	-5%	-2%	-33	-2%	0.6	-7%

Continued, overlapping the part above by two compounds.
SMILES	TRHR PAM	D2 agonist	PI4K2A inh	USP1-UAF1 inh	TrxR1 inh	D2 antagonist	IDH1 R132H inh	TRHR agonist	TrxR1 substrate
O=C(COC(=O)c1ccc(Cl)nc1)NNC(=O)c1ccc(Br)cc1	-3	-0.1	7	-17%	10%	18	3%	0.1	-3%
Cc1[nH]nc2c1C1(C(=O)Nc3ccc([N+](=O)[O-])cc31)C(C#N)=C(N)O2 (stereo not given)	116*	0.3	-6	-5%	-2%	-33	-2%	0.6	-7%
O=C(Cc1ccccc1)NS(=O)(=O)c1ccc(N=NN2CCOCC2)cc1	-3	1.5	2	-20%	4%[57.1 µM]	27	26%	0.6	0%[57.1 µM]
CNC(=O)c1cc2cc(OC)ccc2n1CCN(C)C	0	-1.8	0	-9%	-14%	22	3%	0.3	45%[activator]
O=S(=O)(c1ccc(Br)cc1)c1nc(-c2ccco2)oc1NCCCn1ccnc1	14	0.6	3	-17%	-16%	2	6%	-1.4	-2%
CCCC(=O)OCC(=O)Nc1ccccc1C#N	1	-1.0	-1	-16%	12%[57.1 µM]	0	-4%	0.5	7%[57.1 µM]
Cc1scc(C(=O)N/N=C/c2ccc(Cl)s2)c1C	-2	-1.6	-2	-5%	0%	-2	10%	-0.8	-3%
COC(=O)c1ccccc1NC(=O)C1CCCN(c2ncnc3onc(C)c23)C1 (stereo not given)	-8	0.4	0	-35%	13%	x	-6%	-0.2	2%
C=CCNC(=S)NNC(=O)c1ccc(C)c(Cl)c1	-1	0.2	1	-17%	5%	24	9%	-0.9	3%
CCOC(=O)N1CCN(S(=O)(=O)c2ccc(C)cc2)CC1	3	0.3	-4	-15%	9%[57.1 µM]	-6	2%	0.2	-6%[57.1 µM]
OC1CCCN(C(=S)Nc2ccc(SC(F)F)cc2)C1 (stereo not given)	4	-0.1	-3	-12%	12%	2	3%	0.0	5%[57.1 µM]
O=C(O)c1ccccc1CSc1nc2ccccc2o1	5	0.3	4	6%	8%	-2	-1%	0.1	8%[57.1 µM]
O=C(Nc1ccc(Cl)cc1)N1CCOC12CCC1(CC2)OCCO1	1	-0.6	3	-11%	33%[57.1 µM]	-1	4%	0.3	10%[57.1 µM]
O=C(CCn1c(=O)sc2ccccc21)NCc1ccccc1	-3	0.0	-2	12%	24%[57.1 µM]	20	-3%	-0.4	8%[57.1 µM]
CCC1CO/C(=C(\C(=C(Cl)Cl)N2CCOCC2)[N+](=O)[O-])N1 (stereo not given)	-6	1.4	2	-13%	0%	7	4%	2.4	-10%
O=C(CNC(=O)c1ccccc1F)N/N=C/c1ccco1	5	0.7	0	-9%	-12%	11	-14%	0.7	-7%
O=c1cc(CN2CCN(S(=O)(=O)c3ccc4ccccc4c3)CC2)nc2sccn12	2	-0.2	0	-21%	16%	-6	-6%	0.4	0%
CCOC(=O)c1nc(C)nc(Sc2n[nH]c(-c3cc(Cl)cc(Cl)c3)n2)c1C	4	0.4	-1	0%	-15%	-2	0%	0.3	-11%
CCOc1cccc2sc(N(CCN(CC)CC)C(=O)c3ccc(S(=O)(=O)N4CCCCC4)cc3)nc12	0	0.6	-2	-16%	22%	19	11%	0.6	8%
COc1ccc(C(=O)COC(=O)c2ccc(OC)c(OC)c2)cc1OC	4	0.2	-2	-13%	-15%	-1	5%	0.1	-14%
O=C(NCc1cccs1)c1ccc(Cn2c(SCc3ccccc3)nc3cccnc32)cc1	23	-0.3	1	-9%	20%	x	-9%	-1.0	16%
Cc1ccc(-c2nc3ncccc3o2)cc1NC(=O)C(C)(C)C	2	2.0	-3	-22%	5%	4	2%	0.2	45%[activator]

In the list so far, 4 have an aryl methoxy group.
SMILES	TRHR PAM	D2 agonist	PI4K2A inh	USP1-UAF1 inh	TrxR1 inh	D2 antagonist	IDH1 R132H inh	TRHR agonist	TrxR1 substrate
COc1ccccc1/C=C/C(=O)OCC(=O)Nc1c(C)nn(-c2ccccc2)c1C	-14	0.1	1	-13%	16%	-12	-3%	0.7	17%
COc1ccc(CCNC(=O)CSC(=O)c2ccccc2)cc1OC	-4	-0.3	25	-18%	9%	3	-4%	-0.1	-1%
CNC(=O)c1cc2cc(OC)ccc2n1CCN(C)C	0	-1.8	0	-9%	-14%	22	3%	0.3	45%[activator]
COc1ccc(C(=O)COC(=O)c2ccc(OC)c(OC)c2)cc1OC	4	0.2	-2	-13%	-15%	-1	5%	0.1	-14%

(continued)
SMILES	TRHR PAM	D2 agonist	PI4K2A inh	USP1-UAF1 inh	TrxR1 inh	D2 antagonist	IDH1 R132H inh	TRHR agonist	TrxR1 substrate
Cc1cc(/C=C2\NC(=S)NC2=O)c(C)n1-c1cccnc1	6	0.8	-3	-1%	-27%[57.1 µM]	-21	-1%	0.5	-7%[57.1 µM]
Cc1ccc(-c2csc(NC(=O)COc3ccc(N(C)S(=O)(=O)c4ccc(C)cc4)cc3)n2)cc1	8	2.1	-7	-24%	11%	-12	9%	0.7	4%
CN(C)c1ccc2c(=O)[nH][nH]c(=O)c2c1	0	0.2	3	9%	-2%[57.1 µM]	-2	1%	1.4	4%
CCCSc1ncnc2c1oc1ccccc12	15	-0.6	-2	-10%	15%	-14	-1%	-0.1	6%
Cc1cc(NC(=O)C2CCN(S(=O)(=O)c3ccc(Br)s3)CC2)ccc1Br	-4	-1.3	-2	-27%	9%	x	1%	0.5	5%
Cc1ccc2c(c1)c1c3n2CCNC3CCC1 (stereo not given)	-1	2.1	-4&-9&-5	-12%&-16%	7%&20%	-1	-1%&0%	3.2	8%&16%
O=C(O)CC1=C(O)C(=O)N(c2ccccc2)C1c1ccc(Cl)cc1 (stereo not given)	0	0.1	-21	-7%	-34%	-9	-2%	0.6	-2%
C/C(CC(=O)NCc1ccco1)=N\NC(=O)C(c1ccccc1)c1ccccc1	x	x	2	-14%	-8%	x	6%	x	-4%
CN(C)c1cccc2c(/C=N/O)ccc(N(C)C)c12	2	1.6	1	-13%	5%[57.1 µM]	5	9%	0.7	0%[57.1 µM]
Cc1cc(C(=O)COC(=O)c2ccc(Cl)c(S(N)(=O)=O)c2)c(C)n1CC1CCCO1 (stereo not given)	-1	-0.2	1	-22%	4%	-1	1%	0.2	0%
CCOC(=O)c1c(C)n(C)c2ccc(OC)c(NC(=O)CN3CCC4(CC3)OCCO4)c12	-22	-0.4	3	-18%	13%	10	4%	-0.5	-2%
COc1ccc(CCNC(=O)c2cc(S(=O)(=O)N3CCCC(C)C3)cn2C)cc1OC (stereo not given)	2	-0.6	3	-26%	12%[57.1 µM]	x	-3%	-0.5	4%[57.1 µM]
COc1ccc(CCNC(=O)Cc2cc(=O)[nH]c(=O)[nH]2)cc1OC	-4	0.3	1	-22%	9%[57.1 µM]	-12	5%	0.2	9%[57.1 µM]
Cc1ccc(OCC(=O)N2CCCCCCC2)cc1	-4	0.9	1	0%	17%[57.1 µM]	9	9%	-0.4	0%[57.1 µM]
NC(=O)c1ccsc1NC(=O)COC(=O)c1ccc(Cl)cc1	1	0.2	6	-18%	26%	8	2%	-0.4	2%
CCC(=O)N1CCCc2cc(S(=O)(=O)N3CCC(C(=O)NC4CCCCC4)CC3)ccc21	1	3.5	1	-12%	31%[57.1 µM]	x	15%	-1.0	10%[57.1 µM]
Cn1nnnc1SCCNCc1ccc(Cl)cc1	0	-0.2	-2	-13%	35%	3	1%	0.7	8%
CCCN(CCC)CC(O)CN(c1ccccc1)S(=O)(=O)c1ccc(C)cc1 (stereo not given)	2	-0.2	2	-10%	12%[57.1 µM]	-16	-6%	0.2	3%[57.1 µM]
Cc1cccc2c(N=Nc3ccccc3)c(O)[nH]c12	-1	-2.9	-1	120%[activator]	21%[57.1 µM]	-14	14%	1.1	11%[57.1 µM]
Clc1cccc(-c2ccc(/C=N/n3cnnc3)o2)c1	-5	0.1	-3	u	0%	28	5%	-0.6	5%
O=C1CCCC/C1=C/NCc1ccc(F)cc1	-3	-1.3	3	-4%	20%	4	8%	-0.1	2%
O=C(NCCc1ccc(Cl)cc1)C1CCC(=O)N1Cc1ccccc1Cl (stereo not given)	-14	-0.6	1	-1%	12%	11	7%	-0.2	1%
Cc1ccc(C(=O)c2c(N)c(-c3nc(-c4ccc5c(c4)OCO5)cs3)c3ccccn23)cc1C	13	-0.3	3	-7%	17%	x	x	1.6	-2%
